Screens (PubChem)
KCNQ2 block: KCNQ2 potassium channel inhibitors, primary screen, cell-based, CHO-K1, FluxOR thallium flux, B-score (AID 2156) | B-score at 10 µM | Potassium voltage-gated channel subfamily KQT member 2 (Rattus norvegicus), O88943 | 1.1% of 310,000 active | 20 min; stronger effect = lower value;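 active means fluorescence ratio B-score at most minus 3 library SDs, with starting brightness B-score within 2 library SDs, cut at about -5.5 in these data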
Target sequence (O88943 whole entry, looked up): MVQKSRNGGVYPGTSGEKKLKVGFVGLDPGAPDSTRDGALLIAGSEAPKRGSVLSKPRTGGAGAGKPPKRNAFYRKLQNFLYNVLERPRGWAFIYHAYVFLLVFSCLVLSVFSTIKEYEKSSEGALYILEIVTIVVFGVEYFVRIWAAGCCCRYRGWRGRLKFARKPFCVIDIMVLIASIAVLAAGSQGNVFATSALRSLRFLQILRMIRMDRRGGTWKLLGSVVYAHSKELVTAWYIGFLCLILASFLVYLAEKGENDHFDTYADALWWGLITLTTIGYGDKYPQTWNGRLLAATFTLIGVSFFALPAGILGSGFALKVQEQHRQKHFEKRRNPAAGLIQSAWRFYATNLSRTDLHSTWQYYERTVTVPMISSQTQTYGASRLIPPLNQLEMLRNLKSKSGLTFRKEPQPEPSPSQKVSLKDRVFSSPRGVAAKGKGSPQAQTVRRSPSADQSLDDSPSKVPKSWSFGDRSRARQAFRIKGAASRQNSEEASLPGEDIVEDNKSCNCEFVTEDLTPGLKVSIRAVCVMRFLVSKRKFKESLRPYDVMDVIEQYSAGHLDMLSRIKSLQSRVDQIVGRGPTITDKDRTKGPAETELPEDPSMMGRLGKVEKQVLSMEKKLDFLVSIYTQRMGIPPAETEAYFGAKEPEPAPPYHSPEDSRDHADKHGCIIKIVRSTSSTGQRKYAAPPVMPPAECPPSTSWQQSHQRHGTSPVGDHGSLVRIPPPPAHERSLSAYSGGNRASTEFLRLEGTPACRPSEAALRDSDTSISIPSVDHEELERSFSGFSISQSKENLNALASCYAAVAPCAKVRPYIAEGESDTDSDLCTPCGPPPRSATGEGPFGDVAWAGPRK
Kir21 inh: inhibitors of mouse Kir2.1 inward-rectifier potassium channel. 0.85% of 310,000 active. Inward rectifier potassium channel 2 (Mus musculus), P35561. B-score at 10 µM. HEK293-Kir2.1, FluxOR thallium flux fluorescence; stronger effect = lower value;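 active means fluorescence ratio B-score at or below minus 3 SD of library scores, with starting-brightness B-score within 2 SD, cut at about -4.2 in these data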;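 further: channel flux triggered by added potassium and thallium sulfate stimulus; B-score of peak minus minimum fluorescence over baseline after thallium stimulus; more negative B-score means stronger Kir2.1 block with less thallium influx; some compounds called inactive have numbers as strong as hits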
The depositor's hits bear a star; i = inactive.

Each structure is followed by: KCNQ2 block, Kir21 inh
Cc1ccc(C(=O)NNC(=O)c2ccncc2)cc1C
  i, -0.01
CC(C)(C)n1ncc2c(=O)n(CC(=O)N3CCCCC3)cnc21
  i, 0.02
CCCCCc1ccc(-c2cn(CN3C(=O)c4ccccc4C3=O)nn2)cc1
  i, -0.04
COc1ccc(N2CCN(C(=O)c3ccccc3NS(=O)(=O)c3ccc(C)cc3)CC2)cc1
  i, 0.63
COc1ccccc1S(=O)(=O)Cc1ccc(C(=O)NCc2ccc3c(c2)OCO3)o1
  i, -0.08
O=c1ccc(C(F)(F)F)cn1Cc1cc(=O)n2cc(Br)ccc2n1
  i, 1.2
O=C1CC(C(=O)N(c2ccc(F)cc2)C(C(=O)NC2CCCC2)c2ccccn2)CS1 (stereo unspecified)
  i, -1.4
Cc1cccc(C(=O)n2cnnc2N)c1
  i, -3.4
Cc1cc(N)ccc1-c1cc2ccccc2oc1=O
  i, -0.44
CCOC(=O)c1ccc(NC(=O)CSc2nnnn2CCCO)cc1
  i, 0.79
COc1ccc(N2CCN(C(=O)c3ccc(CS(=O)(=O)c4ccc(OC)cc4)o3)CC2)cc1
  i, -3.2
O=C(c1cccs1)n1nc(-c2ccc(Cl)cc2)nc1NCc1ccco1
  i, 1.1
C/C(=N\NC(=O)CNC(=O)c1ccccc1F)c1ccco1
  i, -1.1
COc1ccc(-c2nnc(SCC(=O)N3CCCCC3)o2)c(OC)c1
  i, 0.02
Cc1nn(-c2ccccc2)c(C)c1NC(=O)COC(=O)CCOc1ccccc1
  i, -0.09
COc1cccc(C=Nc2cccc3c(=O)[nH][nH]c(=O)c23)c1O
  i, 1
O=C(Nc1nccs1)c1cccc2ccccc12
  i, 1.8
O=C(NCc1nc2ccccc2[nH]1)c1c(F)c(F)c(F)c(F)c1F
  i, 0.61
CC(C)(C)C(=O)NCCn1ccc2ccccc21
  i, 1.9
O=C(CCS(=O)(=O)c1ccccc1)Nc1ccc2c(c1)C(=O)NC2=O
  i, -0.42

As entered above.
O=C(c1cccs1)n1nc(-c2ccc(Cl)cc2)nc1NCc1ccco1 – Kir21 inh = 1.1
CC(C)(C)C(=O)NCCn1ccc2ccccc21 – Kir21 inh = 1.9
CCCCCc1ccc(-c2cn(CN3C(=O)c4ccccc4C3=O)nn2)cc1 – Kir21 inh = -0.04
COc1cccc(C=Nc2cccc3c(=O)[nH][nH]c(=O)c23)c1O – Kir21 inh = 1
COc1ccc(N2CCN(C(=O)c3ccccc3NS(=O)(=O)c3ccc(C)cc3)CC2)cc1 – Kir21 inh = 0.63

More results follow.
Each structure is followed by: KCNQ2 block, Kir21 inh
Cc1ccc(NC(=O)C2CCCN2C(=O)NC2CCCCC2)cc1C (stereo unspecified)
  i, 0.66
CN1CCc2nc(SC(C(=O)O)c3ccccc3)c(C#N)c(-c3cccs3)c2C1 (stereo unspecified)
  i, 0.65
COc1ccnc(CN(C)C(=O)C2CCC(=O)N(CCN(C)C)C2)c1 (stereo unspecified)
  i, 0.76
CCC(=O)c1ccc(N2CCN(S(=O)(=O)c3ccccc3)CC2)c(F)c1
  i, -0.94
Cc1nc(SCC(=O)N(C)Cc2ccco2)c2c(C)c(C)sc2n1
  i, 0.18
CN(C(=O)COc1ccc([N+](=O)[O-])cc1)C1CCS(=O)(=O)C1 (stereo unspecified)
  i, -1.2
O=C(Nc1ccccc1F)C1CCCN(S(=O)(=O)c2cccc3cccnc23)C1 (stereo unspecified)
  i, 0.22
O=C(COc1ccc(Cl)cc1)Nc1ccc2c(c1)C(=O)NC2=O
  i, 0.89
O=C(Nc1nnc(SCc2ccccc2)s1)c1cccc([N+](=O)[O-])c1
  i, -0.32
CC(C)OCCOc1ccc2oc(-c3ccco3)cc(=O)c2c1
  i, 1.3
C/C(=N\NC(=O)C1CC1)c1cccc(NC(=O)c2cccc(Cl)c2)c1
  i, -0.29
O=C(COC(=O)c1cnccn1)Nc1ccc(Cl)cc1
  i, 0.07
COc1cc(/C=N/Nc2nc3ccccc3s2)cc([N+](=O)[O-])c1O
  i, -0.31
O=C(CSC1=Nc2ccccc2C2=NC(CC(=O)NCc3ccco3)C(=O)N12)NCc1ccco1 (stereo unspecified)
  i, -0.43
Cc1cc(NC(=O)CSc2nnc(-c3cccnc3)n2Cc2ccccc2)no1
  i, -1.1
COc1ccc(CCN2CCCn3c2nc2c3c(=O)n(CC(C)C)c(=O)n2C)cc1OC
  i, 0.01
COc1ccc(NC2c3ncccc3C(=O)N2Cc2ccccc2)c(OC)c1 (stereo unspecified)
  i, 0.57
O=C(NCc1cccnc1)C(=O)NCC(c1ccco1)N1CCN(c2ccccc2)CC1 (stereo unspecified)
  i, 0.77
CCC(=O)Nc1cc(C)c(NC(=O)c2ccccc2OC)cn1
  i, 0.91
C=C(C)CN(CC)C(=O)CN1C(=O)NC2(CCc3ccccc32)C1=O (stereo unspecified)
  i, -2.1

Continuation:
Each structure is followed by: KCNQ2 block, Kir21 inh
Cc1c(C)n(Cc2ccccc2)c2ccc(C(=O)O)cc12
  i, 0.57
Cc1coc2cc3oc(=O)c(CCC(=O)NC4CC4)c(C)c3cc12
  i, 0.18
Cc1csc(NC(=O)c2oc3ccccc3c2C)n1
  i, 1.3
COc1cc(OC)c(OC)cc1/C=N/NC(=O)C[n+]1ccccc1
  i, 0.28
COc1ccc(C(=O)N[C@H](C(=O)OCC(=O)NC(=O)c2cccn2C)C(C)C)cc1
  i, 0.62
O=S(=O)(/C=C/c1ccccc1)N1CCN(c2ccc(F)cc2)CC1
  i, 0.34
Cc1ccc(N(Cc2cc3cc(C)ccc3[nH]c2=O)S(=O)(=O)c2ccccc2)cc1
  i, 0.55
CCOc1ccc(C(=O)Nc2cccc(C)n2)cc1
  i, -0.31
O=C(NCc1ccccn1)C1Nc2ccc(C(F)(F)F)cc2C2C=CCC12 (stereo unspecified)
  i, 0.2
COc1ccccc1-c1c(C)nn2c(C)c(C(C)=O)cnc12
  i, 0.4
COc1ccc(N2C(=O)[C@@H]3[C@H](C2=O)[C@H](C(=O)c2ccc(OC(C)=O)cc2)N2N=CC=C[C@@H]32)cc1
  i, -4.8*
CC1CN=C(NC2CCCCC2C)S1 (stereo unspecified)
  i, 0.75
CC1CCCCN1CCCNC(=O)CN1C(=O)c2cccnc2Oc2ccccc21 (stereo unspecified)
  i, 0.21
Nc1cc(C(F)(F)F)ccc1OCC1CCCO1 (stereo unspecified)
  i, 0.02
N=c1sccn1CC(=O)Nc1cc(Cl)ccc1[N+](=O)[O-]
  i, 0.21
CCOc1ccc(NC(=S)NS(=O)(=O)c2cc(Br)ccc2OCC)cc1
  i, 0.25
CN1CCN(C(=O)c2cccc(S(=O)(=O)N3CCCCC3)c2)CC1
  i, 0.7
OCCNCc1cccc2ccccc12
  i, 0.19
CC(C)c1onc(C(=O)Nc2ccc3c(c2)OCO3)c1[N+](=O)[O-]
  i, 0.69
O=C(O)CCC(=O)Nc1ccc(S(=O)(=O)N2CCCC2)cc1
  i, 0.09

(more compounds)
Each structure is followed by: KCNQ2 block, Kir21 inh
O=C1C(C=NCCCN2CCOCC2)=C(O)c2ccccc21
  i, 1.3
O=C(Nc1ccc(F)c(F)c1)C1CCCN(S(=O)(=O)c2cnc[nH]2)C1 (stereo unspecified)
  i, -0.23
Cc1cc(C(=O)Nc2ccon2)cs1
  i, 0.01
COc1ccc2[nH]c(C(=O)NCc3ccc4c(c3)OCO4)cc2c1
  i, -1.4
COc1ccc(S(=O)(=O)N(C)CC(=O)N2CCCCC2)cc1Cl
  i, 0.64
O=S(=O)(c1cccc(-c2nnco2)c1)N1CCOCC1
  i, 1.2
CC1CN(CCCCOc2cccc(Oc3ccccc3)c2)CC(C)O1 (stereo unspecified)
  i, 0.46
COCC(=O)Nc1ccc(S(=O)(=O)NCCc2ccccc2)cc1
  i, -0.83
CCCCOc1cccc(C2C(C(=O)c3cccs3)=C(O)C(=O)N2Cc2cccnc2)c1 (stereo unspecified)
  i, -1.2
Cc1ccc(C(=O)N2CCN(c3ccc(NC(=O)c4cccnc4Cl)cc3)CC2)cc1
  i, -0.11
COc1ccc(CN(C(=O)c2ccc(-c3ccccc3)[nH]2)C(C(=O)NCC2CCCO2)c2ccc(C)o2)cc1 (stereo unspecified)
  i, -0.03
COc1ccc(Nc2ncc(F)c(N3CCOCC3)n2)cc1
  i, 0.39
O=C(COC(=O)c1ccc(S(=O)(=O)NCc2ccco2)cc1)NC1CCCCC1
  i, 1.3
O=C(C1COc2ccccc2O1)N1CCN(c2ccccc2Cl)CC1 (stereo unspecified)
  -7.4*, 0.54
COC(=O)c1cc(Cl)c(NC(=O)Cc2ccccc2)cc1OC
  i, -1.2
CCCCCn1c(=O)c(-c2nc3ccccc3c(=O)[nH]2)c(O)c2ccccc21
  i, -1.3
CC(=O)NC1(C(F)(F)F)C(=O)Nc2c1c(=O)[nH]c(=O)n2CCc1ccccc1 (stereo unspecified)
  i, -0.05
CC1(C)CC(=O)C/C(=N\NC(=O)C2CC23CCC3)C1 (stereo unspecified)
  i, 0.12
O=C(O/N=C1\CCS(=O)(=O)c2sccc21)c1c(F)cccc1F
  i, 0.57
O=C(NCCCN1CCOCC1)c1cccnc1SCc1ccccc1Cl
  i, 0.06

Reprinted from above (two entries):
Each structure is followed by: KCNQ2 block, Kir21 inh
O=C1C(C=NCCCN2CCOCC2)=C(O)c2ccccc21
  i, 1.3
O=C(Nc1ccc(F)c(F)c1)C1CCCN(S(=O)(=O)c2cnc[nH]2)C1 (stereo unspecified)
  i, -0.23

Later entries:
Each structure is followed by: KCNQ2 block, Kir21 inh
COc1cccc(C(=O)NNC(=O)c2cccnc2)c1
  i, 0.07
CCOc1ccc(C(=O)NC(=S)Nc2ccccc2OC)cc1[N+](=O)[O-]
  i, 0.13
CC1=C(Sc2nc3ccccc3[nH]2)C(=O)NC(C)(C)C1
  i, -0.84
C/C(=N/NC(=O)c1cn(-c2cccc(C)n2)cn1)c1ccc(C)cc1
  i, 0.09
CCC(C)NC(=O)c1cc2cc3ccc(OC)cc3nc2s1 (stereo unspecified)
  i, 0.13
COc1ccc(/C=N/NC(=O)c2ccc(NC(C)=O)cc2)cc1COc1ccc(F)cc1F
  i, -0.01
COCCNC(=O)CSc1cc(-c2ccccc2)c2ccc(OC)cc2n1
  i, 0.07
CCOC(=O)N1CCc2c(sc3c2c(=O)n(Cc2ccccc2)c(=O)n3Cc2cccc(C)c2)C1
  -8.6*, -0.4
Cc1ccc(NC(=O)/C(C#N)=C/c2ccccc2C(F)(F)F)cc1
  i, 0
Cc1ccc(C)c(CNC(=O)Nc2ccccc2)c1
  i, -0.29
O=C(c1cnc2n(c1=O)CCS2)N(c1ccccc1)C1CCCCC1
  i, -1.8
CN1CCN(C(=O)c2cnn(-c3ccccc3)c2NC(=O)c2ccc(Br)cc2)CC1
  i, -1.6
CC1(C)OC(=O)C(=Cc2ccc(-c3ccc(Cl)c(C(=O)O)c3)o2)C(=O)O1
  i, 0.79
O=C(Cc1ccc([N+](=O)[O-])cc1)N/N=C/c1ccco1
  i, -0.36
Cn1c2c(c(=O)n(C)c1=O)C(c1cccc([N+](=O)[O-])c1)Nc1ccccc1O2 (stereo unspecified)
  i, 0.52
COc1ccc(OCC(=O)Nc2ccc3c(c2)nc(CCN2CCN(C)CC2)n3C)cc1
  i, 0.76
CCOC(=O)c1c(NC(=O)CSc2nnc(Cc3ccccc3)o2)sc(C)c1C
  i, -1.7
Cc1ccsc1/C=N/NC(=O)c1ccncc1
  i, 0.73
COc1ccc(S(=O)(=O)Nc2ccc(Oc3ccsc3C(=O)O)cc2)cc1
  i, 0.93
O=C(c1ccccc1)c1ccc(OCCn2cnc3ccccc3c2=O)cc1
  i, 1.2

Further entries:
Each structure is followed by: KCNQ2 block, Kir21 inh
O=C1C(Cl)=C(N2CCOCC2)C(=O)N1c1cccc(C(F)(F)F)c1
  i, 0.1
Cc1c(Cl)cccc1NC(=O)COC(=O)c1c2c(nc3ccccc13)CCN(Cc1ccccc1)C2
  i, 2.1
CCCN(CC(=O)Nc1ccccc1OC)Cc1c(O)ccc2ccccc12
  i, 0.69
Cc1ccc(Cn2cccc(NC(=O)c3ccco3)c2=O)cc1
  i, 1.8
CCOc1ccc(C(C)NC(=S)NC2CCCCC2)cc1OCC (stereo unspecified)
  i, 0.31
CN(C)/C=N/C(=S)Nc1ccccc1Cl
  i, -0.42
O=c1ccc(-c2ccccc2)no1
  i, -0.05
COc1ccc(-c2cc(-c3nnc(COC(=O)CC4CCCC4)o3)c3ccccc3n2)cc1OC
  i, -0.43
CCn1c2ccccc2c2cc(NC(=S)N3CCOCC3)ccc21
  i, -1
O=C(NCCS(=O)(=O)c1ccc(Br)cc1)c1ccccc1
  i, -1.6
Clc1ccc2nc3c4ccccc4cnn3c2c1
  i, -0.59
O=C1CCCN2N=C(SCC(=O)Nc3ccc(OC(F)(F)F)cc3)SC2=N1
  i, -0.14
Cc1cc(NC(=O)CSc2nc3ccccc3c(=O)n2CCCC(=O)NCc2ccco2)n[nH]1
  i, -0.83
CCC(=O)Nc1ccc(-c2nnc(SCC(=O)Nc3nccs3)n2C)cc1
  i, 1.4
CCC(C)(C)n1nnnc1C(c1cc2cc(OC)ccc2[nH]c1=O)N1CCc2ccccc21 (stereo unspecified)
  i, -1.1
CCOC(=O)C(Cc1ccc(Cl)cc1Cl)c1ccno1 (stereo unspecified)
  i, -3.5
O=C(c1ccc(OC2CCN(Cc3cccc(OCCO)c3)CC2)cc1)N1CCCC1
  i, 0.02

Entries above marked active in Kir21 inh.
Each structure is followed by: KCNQ2 block, Kir21 inh
COc1ccc(N2C(=O)[C@@H]3[C@H](C2=O)[C@H](C(=O)c2ccc(OC(C)=O)cc2)N2N=CC=C[C@@H]32)cc1
  i, -4.8*
